LmPK inh: qHTS Assay for Inhibitors of Leishmania Mexicana Pyruvate Kinase (LmPK); Q27686; purified LmPK, Kinase-Glo ATP luminescence, 1 h; Potency, µM (titrated, usually from 57.5 µM), without a hit: at the highest dose activity change, negative = inhibition, most hits filed as inhibitors; 290,000 compounds, 0.37% hits; AID 1721, 2009
Target sequence (Q27686 whole entry, looked up): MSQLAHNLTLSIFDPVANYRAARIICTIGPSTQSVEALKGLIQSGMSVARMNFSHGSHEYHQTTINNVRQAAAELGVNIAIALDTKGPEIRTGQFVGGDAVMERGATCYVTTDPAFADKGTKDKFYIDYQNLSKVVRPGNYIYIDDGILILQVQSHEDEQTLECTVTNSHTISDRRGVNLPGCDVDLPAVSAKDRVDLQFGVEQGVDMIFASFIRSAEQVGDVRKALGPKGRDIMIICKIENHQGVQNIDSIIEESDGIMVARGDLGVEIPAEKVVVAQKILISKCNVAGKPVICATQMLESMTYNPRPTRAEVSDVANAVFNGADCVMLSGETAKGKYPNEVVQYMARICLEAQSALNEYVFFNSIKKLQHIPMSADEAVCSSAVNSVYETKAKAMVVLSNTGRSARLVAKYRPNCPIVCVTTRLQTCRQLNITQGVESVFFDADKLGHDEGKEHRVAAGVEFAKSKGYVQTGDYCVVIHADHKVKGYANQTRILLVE
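ATP generated from ADP (0.1 mM) and PEP (0.5 mM) by 0.1 nM LmPK over 1 h at room temperature (pH 7.2 imidazole buffer) was detected by coupled luciferase luminescence. Values were normalized to uninhibited and no-enzyme wells.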
Tb PYK inh: qHTS of Trypanosoma Brucei Inhibitors; TbPYK enzyme, Kinase-Glo Plus ATP luminescence, 45 min; pyruvate kinase (Trypanosoma brucei), Q57TT1; 410,000 compounds, 0.12% hits; Potency, µM (series often up to 76.8 µM), for inactives: at the top dose activity, negative = inhibition, most hits filed as inhibitors; AID 624173, 2012; also: nearly all actives have a fitted effect of over 50% in size
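Enzyme and substrate buffer are dispensed first and compound is pin-transferred. ADP at 130 uM final then starts the reaction, which runs 45 min at room temperature. Detection reagent is added for 10 min before luminescence is imaged.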
Pf growth 48h: Primary qHTS for delayed death inhibitors of the malarial parasite plastid, 48 hour incubation. P. falciparum luciferase growth in erythrocytes, 48 h. Potency, µM (series often up to 28.7 µM), for the others: top-dose activity change, negative = inhibition, hits mostly inhibitors. 310,000 compounds, 5.9% hits
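Growth was read as firefly luciferase luminescence after a 48 h, 37 C, 5% CO2 exposure of compounds to reporter-bearing P. falciparum cultures (0.1% parasitemia, 2% hematocrit final) in Albumax-supplemented RPMI 1640.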
Pf growth 96h: Primary qHTS for delayed death inhibitors of the malarial parasite plastid, 96 hour incubation; P. falciparum luciferase reporter growth, 96 h; Potency, µM (highest dose often 28.7 µM), without a hit: at the highest dose activity change, negative = inhibition, actives largely listed as inhibitors; 320,000 compounds, 6.9% hits
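Compounds incubated with erythrocytes infected by luciferase-expressing P. falciparum (2% hematocrit, 0.05% parasitemia final) for 96 hours, 37 C in 5% CO2. Growth inhibition scored as decreased luciferase luminescence.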
HCV inhibitor: qHTS Assay for Inhibitors of Hepatitis C Virus (HCV) | Huh7.5.1 HCVcc-Cre infection, luciferase reporter, 44 h | Potency, µM (series often up to 41.8 µM), for the others: at the highest dose activity change, negative = inhibition, usual class: inhibitors | 340,000 compounds, 3.4% hits | AID 651820, 2012
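HCVcc-Cre virus at an moi near 0.5 was added right after compound to cells cultured 4 h from seeding (1,000 cells/well). Luciferase activity was determined 44 h later, 15 min after substrate addition at RT.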
Sm TGR block: qHTS Assay for the Inhibitors of Schistosoma Mansoni Peroxiredoxins | Schistosoma mansoni thioredoxin glutathione reductase (TGR), Q962Y6 | Potency, µM (doses to about 114 µM), for inactives: at the top dose activity change, negative = inhibition, most hits filed as inhibitors | 360,000 compounds, 3% hits | AID 485364, 2010 | purified TGR, DTNB reduction, TNB absorbance 405 nm; also: nearly all actives have a fitted effect of over 60% in size
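First, TGR (20 nM dispensed) and NADPH were mixed with compound. Second, a 15 min room-temperature incubation followed. Third, further NADPH and then DTNB were added to start the reaction. Finally, TNB absorbance was monitored kinetically.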
An asterisk follows results filed as active; u = inconclusive; x = no result given; & = joins results of further samples; [ ] = another dose, or the depositor's remark. Calls follow the shape of the dose curve; as a rule, active = well fitted curve in the direction sought with a large enough effect; inconclusive = small, poorly fitted or top-dose-only effect, or another doubt; inactive = no such curve, though single readings can be large; an effect the other way counts as inactive or inconclusive. % is scaled to controls: 0 for no effect and ±100 for the full control effect; potency is read from the fitted curve at half-maximal effect.

Second line of a record – HCV inhibitor	LmPK inh	Tb PYK inh	Sm TGR block	Pf growth 48h	Pf growth 96h
O=C(Cc1ccccc1Cl)N1CCOCC1
    7.0%	-2.4%	-0.3%	-22.3%	36.0%[activator]	52.0%[activator]
COc1ccc(Nc2cc(O)c3ncccc3c2)cc1
    x	x	x	-35.0%	0.465µM*	0.415µM*
CCCCn1cnc2c1c(=O)[nH]c(=O)n2CCCC
    4.9%	3.3%	-18.2%	-21.1%	x	-7.9%
CCc1ccc(N2CC(C(=O)NC3=NCCS3)CC2=O)cc1 (configuration not stated)
    -3.7%	-0.3%	0.1%	3.1%	9.6%	-24.1%
CCCCCCCNC(=O)C1(CC2CC(c3ccc(Cl)cc3)=NO2)CCN(C(=O)c2ccccc2)CC1 (configuration not stated)
    16.0%	2.7%	0.6%	7.3%	u	9.28µM*
CC12COC3(C(=O)Nc4cccnc4)CC1CCC32C (configuration not stated)
    19.7%	0.5%	1.1%	u	-1.5%	417.0%[activator]
CCC(C(=O)NC(C)(C)C)N(C(=O)Cn1nnc(-c2ccccc2F)n1)c1cnc2ccccc2c1 (configuration not stated)
    12.2%	4.4%	4.9%	9.2%	u	6.7%
CCOC(=O)c1c(-c2ccccc2)oc2ccc(OCC(=O)NN)cc12
    u	7.7%	-2.1%	-0.1%	-45.7%	-8.2%
COc1ccc2[nH]c(C(=O)Nc3ccccc3Cl)cc2c1
    u	3.5%	-22.4%	4.1%	102.0%[activator]	102.8%[activator]
CCCCn1c(Nc2ccc(OC)cc2)nc2ccccc21
    -9.9%	0.1%	9.6%	-2.5%	17.1%	41.2%[activator]
Cc1ccccc1C(=O)Nc1ccccc1C(=O)N1CCC(C)CC1
    -6.7%	1.5%	0.0%	8.1%	25.0%	43.0%[activator]
O=C(C(Cl)c1ccccc1)N1CCCC1 (configuration not stated)
    6.7%	-3.9%	2.5%	u	u	u
CCOC(=O)N1CCN(C(=O)c2cc3cc(Cl)ccc3[nH]2)CC1
    9.8%	3.6%	2.4%	13.5%	-22.0%	-26.6%
Cc1nc(Cl)sc1C(=O)Nc1ccc(Cl)cc1
    u	-7.1%	2.6%	2.1%	28.8%	25.2%
COc1ccc(C(=O)COc2nc(C)cc(C)c2C#N)cc1
    u	3.1%	-6.0%	-23.0%	u	u

As a short view, part of the list above.
Second line of a record – HCV inhibitor	LmPK inh	Tb PYK inh	Sm TGR block	Pf growth 48h	Pf growth 96h
CCCCCCCNC(=O)C1(CC2CC(c3ccc(Cl)cc3)=NO2)CCN(C(=O)c2ccccc2)CC1 (configuration not stated)
    16.0%	2.7%	0.6%	7.3%	u	9.28µM*
CC12COC3(C(=O)Nc4cccnc4)CC1CCC32C (configuration not stated)
    19.7%	0.5%	1.1%	u	-1.5%	417.0%[activator]
CCC(C(=O)NC(C)(C)C)N(C(=O)Cn1nnc(-c2ccccc2F)n1)c1cnc2ccccc2c1 (configuration not stated)
    12.2%	4.4%	4.9%	9.2%	u	6.7%
CCOC(=O)c1c(-c2ccccc2)oc2ccc(OCC(=O)NN)cc12
    u	7.7%	-2.1%	-0.1%	-45.7%	-8.2%
COc1ccc2[nH]c(C(=O)Nc3ccccc3Cl)cc2c1
    u	3.5%	-22.4%	4.1%	102.0%[activator]	102.8%[activator]
CCCCn1c(Nc2ccc(OC)cc2)nc2ccccc21
    -9.9%	0.1%	9.6%	-2.5%	17.1%	41.2%[activator]
Cc1ccccc1C(=O)Nc1ccccc1C(=O)N1CCC(C)CC1
    -6.7%	1.5%	0.0%	8.1%	25.0%	43.0%[activator]
O=C(C(Cl)c1ccccc1)N1CCCC1 (configuration not stated)
    6.7%	-3.9%	2.5%	u	u	u
CCOC(=O)N1CCN(C(=O)c2cc3cc(Cl)ccc3[nH]2)CC1
    9.8%	3.6%	2.4%	13.5%	-22.0%	-26.6%
Cc1nc(Cl)sc1C(=O)Nc1ccc(Cl)cc1
    u	-7.1%	2.6%	2.1%	28.8%	25.2%
COc1ccc(C(=O)COc2nc(C)cc(C)c2C#N)cc1
    u	3.1%	-6.0%	-23.0%	u	u

Other results
Second line of a record – HCV inhibitor	LmPK inh	Tb PYK inh	Sm TGR block	Pf growth 48h	Pf growth 96h
COc1ccc2c(Cl)c(C(=O)N/N=C/c3c(C)[nH]c4ccccc34)sc2c1
    u	0.3%	-1.7%	-8.3%	7.9%	u
CCCC(O)(c1ccc(OC)cc1)C(CN1CCOCC1)c1ccc(Cl)cc1 (configuration not stated)
    -10.4%	1.1%	-1.1%	-30.9%	u	-13.0%
O=C(Nc1nncs1)c1ccc(Br)c(S(=O)(=O)N2CCCC2)c1
    0.2%	3.2%	-3.9%	-10.1%	-2.9%	u
COc1cc(/C=C/C(=O)/C=C(O)/C=C/c2ccc(O)c(OC)c2)ccc1O
    u	x	-14.2%&-9.4%	u	u	u
CCN(CC)Cc1c(O)ccc2occ(C(=O)c3ccc(OC)cc3)c12
    -23.9%	-0.5%	-10.5%	-9.5%	-16.2%	u
CCN(c1ccccc1)S(=O)(=O)c1ccc(OC)c(NC(=O)CN(C)C)c1
    -0.3%	1.0%	-12.5%	x	-20.9%	-23.7%
Cc1ccc(N2C(=N)/C(=C3/Nc4ccccc4S3)C(c3ccccc3)C2=O)cc1 (configuration not stated)
    16.4%	4.0%	-6.6%	-2.2%	-1.5%	u
COc1cc(/C=N/N2C(=O)C3C4C=CC(CC4)C3C2=O)ccc1O (configuration not stated)
    -0.9%	8.5%	-23.7%	0.1%	17.6%	u
CC(C)CCN1CCC(n2nccc2NC(=O)c2ccc3c(c2)OCO3)CC1
    5.8%	-0.2%	-1.0%	0.8%	22.9%	13.9%
COc1ccc(S(=O)(=O)N(CC(=O)Nc2ccc3c(c2)OCO3)c2ccccc2OC)cc1
    u	-0.8%	-7.9%	6.3%	u	u
Cc1cccc(/C=C2/SC(=O)N(Cc3ccccc3Cl)C2=O)n1
    7.3%	-2.1%	-10.5%	-3.6%	u	u
COC(=O)c1cccc(NC(=S)Nc2cc(Cl)ccc2OC)c1
    2.0%	4.4%	-5.9%	u	49.2%[activator]	-1.9%
Cc1ccc(NC(=O)C2=CCN(S(=O)(=O)c3ccc(F)cc3)CC2)c(C)c1
    -5.1%[8.37 µM]	2.9%	-1.7%	-5.4%	13.5%	0.329µM*
CCCCNC(=O)CC(NS(=O)(=O)c1ccc(C)cc1)c1ccco1 (configuration not stated)
    0.4%	-2.3%	-0.1%	0.0%	u	0.4%
Cc1cc(SC(C)C(=O)Nc2c(C)n(C)n(-c3ccccc3)c2=O)nc2ccccc12 (configuration not stated)
    -12.4%	-6.6%	-17.0%	-2.5%	u	u
CC1(C)C2CCC1(CS(=O)(=O)N1CCC(C(N)=O)CC1)C(=O)C2 (configuration not stated)
    20.3%	-0.2%	0.6%	4.1%	-6.5%	75.7%[activator]
Cc1ccc(NC(=O)Cn2c(=O)n(Cc3ccco3)c(=N)c3c4c(sc32)COC(C)(C)C4)cc1
    3.16µM*	6.3%	-7.8%	-19.9%	u	u
CCCN1CCC(=O)N([C@H](CSc2ccc(OC)cc2)CC(C)C)CC1
    18.9%	2.0%	1.0%	u	u	u
CCOc1ccc(CNC(=O)Cn2nc(C)n3nc(-c4ccccc4)cc3c2=O)cc1
    u	-2.5%	5.3%	-0.8%	11.2%	75.8%[activator]
COc1ccc(N(CC(=O)Nc2ccc(S(=O)(=O)N3CCOCC3)cc2)S(=O)(=O)c2ccccc2)cc1
    3.98µM*	-1.3%	2.3%	0.5%	10.4µM*	x
CCOC(=O)Nc1ccc2c(CN3CCC(C(=O)OC)CC3)cc(=O)oc2c1
    0.9%	2.9%	-5.6%	-1.9%	-5.4%	-26.6%
COc1cc(-c2nnc(NC(=O)CCS(=O)(=O)c3ccccc3)o2)cc(OC)c1OC
    -24.9%	x	6.1%	28.2µM*	-5.8%	-5.5%
COC(=O)c1cc(NS(=O)(=O)c2ccc(NC(C)=O)cc2)ccc1Cl
    14.3%	1.3%	1.1%	10.3%	1.7%	21.4%
O=C(Nc1cccnc1)c1ccc(F)cc1
    6.3%	3.0%	-7.0%	1.3%	17.7%	9.1%
Cc1ccc(S(=O)(=O)c2nc(S(C)(=O)=O)sc2N2CCOCC2)cc1
    3.8%	0.4%	2.2%	-10.4%	u	45.0%[activator]
CC(=O)C(Sc1nc(N(C)C)nc(N(C)C)n1)C(=O)Nc1ccccc1 (configuration not stated)
    6.3%	-1.5%	-4.7%	4.7%	-13.9%	-3.7%
O=C(Nc1nc2nc(-c3ccccc3)cc(-c3ccccc3)n2n1)c1ccco1
    u	-0.9%	-1.6%	0.6%	2.94µM*	x
COc1cccc(CNC(=O)c2cccc(S(=O)(=O)N3CCN(c4ccc(F)cc4)CC3)c2)c1
    u	x	2.1%	-11.9%	u	u
Cc1ccc(C(C)C)c(OCC(=O)NC2CCN(C)CC2)c1
    -28.7%	-3.3%	0.4%	-16.4%	-24.2%	45.7%[activator]
O=C(/C=C/c1ccccc1Cl)N(Cc1cccs1)C1CCS(=O)(=O)C1 (configuration not stated)
    -15.3%	1.1%	0.2%	-9.0%	-25.7%	u
CSc1ccc(N2C(=O)NC3(CCCCC3)C2=O)cc1
    15.5%	0.8%	-1.2%	114.2%[activator][11.4 µM]	x	19.2%
CCN(CC(=O)NCCCN1CCOCC1)S(=O)(=O)c1ccc(Cl)cc1
    1.3%	0.0%	9.9%	5.9%	3.3%	7.9%
O=C(NNC(=O)c1csc(N2CCOCC2)n1)c1cccnc1
    19.0%	x	-3.6%	6.5%	-6.8%	34.3%[activator]
CC1(C)C(c2cccs2)=[N+]([O-])C2(CCCCC/C2=N\NC(N)=S)N1O (configuration not stated)
    26.6%	0.4%	-2.8%	-6.1%	x	x
CCc1cc(=O)[nH]c(SCc2ccc(C)cc2)n1
    1.0%	-6.4%	-4.0%	-13.5%	6.6%	-6.0%
O=c1[nH]cnc(O)c1C(c1ccc(F)cc1)c1c(O)nc[nH]c1=O
    17.7%	-1.2%	3.7%	-23.0%	-0.2%	u
O=C(CSCc1ccc(Cl)cc1)N1CCCCC1
    u	9.0%	-1.8%	5.5%	x	92.3%[activator]
O=c1c2ccccc2nc2sc(Nc3cccc(Cl)c3)nn12
    x	x	-3.2%	-0.3%	23.4%&20.6%	u
COc1ccc(CN(C(=O)c2oc3ccccc3c2C)C2CCS(=O)(=O)C2)cc1 (configuration not stated)
    -3.0%	0.2%	-3.5%	7.5%	u	-34.6%
CC12CCC(C(=O)Nc3cccc(Cl)c3Cl)([C@H](Br)C1=O)C2(C)C (some centres not stated)
    -2.8%	14.7%	-2.7%	-1.2%	-2.0%	-3.9%
CC(C)(C)NC(=O)CN(C(=O)C(=O)Nc1ccc2c(c1)OCCO2)N1CCOCC1
    8.4%	-1.8%	2.0%	9.3%	23.6%	20.3%

Bioassay records as filed in PubChem BioAssay.

Hits appear at their usual frequency; about 16% have a hit in one of these screens.
